Screens as filed in PubChem BioAssay.
eIF4E-4G inh: inhibitors of eIF4E and eIF4G interaction in translation initiation; inhibition, % at 21.7 µM; TR-FRET eIF4E-eIF4GI(517-606) binding, 2 h; P63073+Q04637; 220,000 compounds, 0.37% hits; AID 782;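 active = inhibition above about 30%, limit read from the data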;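 note: 0% = full FRET control wells and 100% = background wells lacking eIF4GI fragment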
Ba/F3 V617F tox: reduce viability of Ba/F3 cells dependent on JAK2V617F | inhibition, % at 5.6 µM | Ba/F3 EpoR-JAK2V617F viability, ATP luminescence | 220,000 compounds, 1.1% hits;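 active = inhibition above the campaign mean plus 3 SD over all tested compounds, cut at about 24% in these data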;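 note: cytokine-independent growth of Ba/F3 cells driven by EpoR plus mutant JAK2; 0% = DMSO-treated cells and 100% = JAK inhibitor I control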
PERK inhibitor: inhibitors of human PERK kinase; Q9NZJ5; CHO PERK-DD fusion, SEAP luminescence translation reporter; inhibition, % at 5.6 µM; 220,000 compounds, 0.17% hits; AID 1416;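 active = inhibition above the mean inhibition of all tested compounds plus 3 SD, set separately per screening campaign, cut at about 2.9% in these data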;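 note: PERK kinase domain activated by AP20187 dimerizer at 100 nM; 0% = DMSO with dimerizer and 100% = rapamycin at 8.4 µM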
Target sequence (Q9NZJ5 whole entry, looked up, the tested form may be a part): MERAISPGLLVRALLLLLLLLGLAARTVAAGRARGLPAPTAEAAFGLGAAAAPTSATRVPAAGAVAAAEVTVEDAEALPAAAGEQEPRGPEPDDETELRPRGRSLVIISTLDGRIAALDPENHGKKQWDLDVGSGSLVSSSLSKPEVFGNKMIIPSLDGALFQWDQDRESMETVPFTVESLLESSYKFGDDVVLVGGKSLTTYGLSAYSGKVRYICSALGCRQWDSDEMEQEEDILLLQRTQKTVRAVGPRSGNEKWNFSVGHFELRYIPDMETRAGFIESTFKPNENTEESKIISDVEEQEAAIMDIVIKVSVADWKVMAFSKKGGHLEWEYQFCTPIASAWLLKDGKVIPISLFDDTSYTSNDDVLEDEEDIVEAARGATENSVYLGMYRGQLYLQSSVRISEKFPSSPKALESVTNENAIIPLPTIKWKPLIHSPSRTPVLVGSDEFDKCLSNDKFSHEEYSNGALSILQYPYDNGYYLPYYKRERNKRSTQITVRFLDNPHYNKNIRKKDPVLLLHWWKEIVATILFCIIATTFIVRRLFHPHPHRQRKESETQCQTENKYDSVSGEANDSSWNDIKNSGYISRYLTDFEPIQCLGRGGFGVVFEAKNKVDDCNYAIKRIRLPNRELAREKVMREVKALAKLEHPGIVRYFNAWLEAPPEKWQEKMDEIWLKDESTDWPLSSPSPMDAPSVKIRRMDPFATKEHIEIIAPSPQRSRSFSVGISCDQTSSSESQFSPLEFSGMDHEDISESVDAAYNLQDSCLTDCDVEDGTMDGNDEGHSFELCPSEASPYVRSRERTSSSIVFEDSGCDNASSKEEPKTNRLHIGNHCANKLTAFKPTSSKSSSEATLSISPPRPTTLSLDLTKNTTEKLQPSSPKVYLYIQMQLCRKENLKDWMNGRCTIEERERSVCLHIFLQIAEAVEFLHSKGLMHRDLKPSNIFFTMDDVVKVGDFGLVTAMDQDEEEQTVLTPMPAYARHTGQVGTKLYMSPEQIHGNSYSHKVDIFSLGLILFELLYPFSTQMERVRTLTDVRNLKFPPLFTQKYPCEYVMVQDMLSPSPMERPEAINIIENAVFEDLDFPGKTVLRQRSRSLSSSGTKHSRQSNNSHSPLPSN
S1P4 antag: blocks the human S1P4 receptor | S1P4-expressing cells, antagonist mode, reporter read-out | inhibition, % at 4.98 µM | 220,000 compounds, 0.26% hits | AID 1510; in the data active = inhibition above about 29%;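 note: 0% = wells stimulated with agonist and 100% = vehicle wells without agonist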
NPY2 pot ag: potentiators or agonists of human neuropeptide Y receptor Y2; P49146; cells expressing NPY-Y2, potentiator/agonist read-out; 220,000 compounds, 0.45% hits; activation, % at 3.6 µM; in the data active = activation above about 27%;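 note: cells stimulated with NPY near EC25 plus isoproterenol at EC100; 0% = vehicle plus submaximal agonist and 100% = vehicle plus saturating agonist; some results beyond the cut were filed as inactive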
Mdm2 ligase inh: blocks human Mdm2 ubiquitin ligase activity; cell-based MDM2 ubiquitination luciferase reporter, 2 h; 0 = plate control, 100 = twice control, blank-subtracted; signal enhancement, % at 5 µM; 210,000 compounds, 0.11% hits; AID 1230;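 active = signal enhancement of 30% or more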;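 note: luminescence tracks abundance of the self-degrading MDM2-luciferase fusion protein; higher signal means inhibition of MDM2 E3 ligase activity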
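System: stable MDM2–luciferase fusion reporter cells / Input: 2000 cells seeded into each well / Schedule: 4 h settle plus 2 h compound, 37 °C / Compound: single-point 5 µM / Buffer or medium: cells held in DMEM / Benchmarks: control and blank well means / Evaluation: percent signal gain over controls, blank-subtracted / Measured by: luciferase luminescence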
Wee1 degr inh: blocks degradation of human Wee1 kinase | P30291 | reporter increase, % at 5 µM | HeLa Luc-Wee1K328M stability, luciferase luminescence; 100% = proteasome inhibitor MG132 effect | 220,000 compounds, 1.2% hits | AID 1321;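 active = activation above the mean of all tested compounds plus 3 SD, set per screening run, cut at about 8.8% in these data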;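 note: cells exposed to compound for 20 h before luminescence read; 0% = DMSO alone and 100% = MG132 at 30 µM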
S1P4 agonist: agonists of human S1P4 receptor; O95977; S1P4-expressing cell line, agonist reporter assay; activation, % at 4.98 µM; 220,000 compounds, 0.35% hits; AID 1509; in the data active = activation above about 11%;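 note: 0% = DMSO vehicle and 100% = reference agonist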
BaF3 tox: reduces parental Ba/F3 cell viability, JAK2V617F counter-screen. CellTiter-Glo ATP luminescence. 220,000 compounds, 1.1% hits. AID 1486. inhibition, % at 5.6 µM;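 active = inhibition above a per-campaign cutoff, the mean inhibition of all tested compounds plus 3 SD, cut at about 27% in these data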;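 note: 0% = DMSO wells and 100% = JAK Inhibitor I control wells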
* = called active by the depositor; nt = not tested or not shown; [ ] = dose if it differs, or a comment. Outcome played no part in choosing rows; about 4.1% have a hit in one of these screens.

entry	structure	eIF4E-4G inh	Ba/F3 V617F tox	PERK inhibitor	S1P4 antag	NPY2 pot ag	Mdm2 ligase inh	Wee1 degr inh	S1P4 agonist	BaF3 tox
1	S=C(NCc1ccco1)Nc1cc(-c2ccccc2)[nH]n1	1	-1	1.3	0	25	nt	2	0.0	5
2	COCC(=O)n1nc(-c2ccccc2)nc1NCc1ccc(F)cc1	3[fluorescence artefact?]	-1	1.3	-2	17	-8	-1	-2.4	1
3	CN(C)c1ccc(-c2n[nH]c(=S)n2-c2ccccc2)cc1	-8	0	0.8	1	6	-12	0	0.9	3
4	CCn1cc([N+](=O)[O-])c(C(=O)Nc2nc3ccc(OC)cc3s2)n1	1	2	0.5	-21	-2	-7	-1	1.0	3
5	NC(=S)Nn1c(-c2ccccc2)nc2ccccc2c1=O	-2	4	-0.3	-18	3	-12	0	-0.7	8
6	CCCCCCCCCCCC(=O)NC(C(=O)O)C(O)c1ccccc1 (centres undefined)	2	-3	1.4	8	-4	-5	-2	-4.7	0
7	CC(C)c1nnc(SCC(=O)N2CCc3ccccc32)n1N	2	-1	0.6	-24	4	-5	-2	1.4	-3
8	O=C(O)Cc1csc(NC(=O)c2ccco2)n1	-4[fluorescence artefact?]	1	1.5	-14	-4	-2	0	-2.7	4
9	O=C1/C(=C/c2cccs2)NC(=S)N1C1CC1	1	-3	1.0	7	-1	-3	1	0.3	3
10	COc1ccc(C(=O)/C=C(\C)Nc2ccc3c(c2)OCO3)cc1	-9[fluorescence artefact?]	0	1.1	-9	-5	-22	-1	0.8	11
11	COc1ccc(CN2CCNC(=O)C2CC(=O)N(C)Cc2nccn2C)cc1OC (centres undefined)	-1	3	0.3	0	9	1	-1	-0.4	1
12	O=C(CSc1ccc2nnc(CCNS(=O)(=O)c3ccccc3)n2n1)Nc1nc2ccccc2s1	-7	1	0.0	-18	22	-3	-4	-2.2	7
13	N#Cc1ccc(C(=O)Nc2nnc(-c3ccco3)o2)cc1	-4	4	-0.1	10	-10	-10	-1	0.3	13
14	CNC(=O)c1c(C)nn(-c2ccc(F)c(Cl)c2)c1-c1cc(C)on1	-2	0	0.6	4	-11	-12	0	2.2	-4
15	CCOC(=O)Cc1nn(Cc2nc(-c3ccc(C#N)cc3)cs2)c(=O)c2ccccc12	-1	-1	-0.3	-10	16	-26	-3	2.1	3

Some values from the list.
`CCn1cc([N+](=O)[O-])c(C(=O)Nc2nc3ccc(OC)cc3s2)n1` in S1P4 antag is listed with -21
`CNC(=O)c1c(C)nn(-c2ccc(F)c(Cl)c2)c1-c1cc(C)on1` in NPY2 pot ag is listed with -11
`CC(C)c1nnc(SCC(=O)N2CCc3ccccc32)n1N` in BaF3 tox is listed with -3
`O=C(O)Cc1csc(NC(=O)c2ccco2)n1` in Ba/F3 V617F tox is listed with 1

The results go on:
entry	structure	eIF4E-4G inh	Ba/F3 V617F tox	PERK inhibitor	S1P4 antag	NPY2 pot ag	Mdm2 ligase inh	Wee1 degr inh	S1P4 agonist	BaF3 tox
16	COc1ccc(Cc2nc3ccc(S(N)(=O)=O)cc3[nH]2)cc1OC	12	1	-0.6	-14	10	-15	-1	0.3	2
17	COc1cc(-c2nc(CN(C)Cc3nnc(C)o3)c(C)o2)ccc1F	-3	2	0.0	-14	5	-2	4	-0.6	6
18	CCCCCN1CN(S(=O)(=O)c2cccs2)c2nc3ccccc3nc21	2	1	-1.4	-1	-19	-4	8	-0.2	-4
19	COc1ccc(/C=N/NC(=O)c2cccc(Br)c2)cc1COc1ccccn1	-3	-5	-0.7	6	-19	-6	3	-1.4	3
20	NS(=O)(=O)c1cc(C(=O)N=Nc2c(O)[nH]c3ccccc23)ccc1Cl	-8	1	0.2	-12	-18	-21	-2	-1.6	-1
21	O=S(=O)(NCc1c(Cl)cccc1Oc1ccccc1)c1ccccc1	2	1	-0.8	3	-16	-13	5	0.3	3
22	O=C(CSCc1ccc(F)cc1)N1CCN(c2ccc(F)cc2)CC1	2	-2	1.0	-20	-18	-27	-1	-1.4	9
23	OC(COc1ccc(-c2ccccc2)cc1)CN1CCOCC1 (centres undefined)	3	0	1.6	-6	56*	-16	1	-0.4	8
24	COc1ccc(Br)cc1/C=N/N1CCN(Cc2ccccc2)CC1	3	2	-1.2	-7	0	-10	6	2.5	-3
25	COc1ccc(N2CC(C(=O)OCC(=O)NCc3ccccc3)CC2=O)cc1 (centres undefined)	-3	-1	0.5	1	-16	-38	-1	1.3	3
26	Cc1cccc(Oc2coc3cc(OC(=O)c4cccs4)ccc3c2=O)c1	10[fluorescence artefact?]	0	-0.4	-19	-21	-14	11*	0.3	1
27	Cc1nn(C)c(C)c1/C=C/C(=O)O	0	-3	0.8	2	18	-14	-3	2.5	2
28	Cn1c(CNc2ccc(Cl)cc2)nc2ccccc21	4	2	-0.5	-46	0	1	13*	1.8	8
29	O=C(CCCn1cc([N+](=O)[O-])cn1)NCc1ccccc1	2	2	1.2	-8	-13	-21	-4	2.0	2
30	O=C(NC1(C(F)(F)F)NC(=O)N(c2ccccc2F)C1=O)c1ccncc1 (centres undefined)	1	1	0.7	-18	-4	-3	-4	1.3	9
31	CCCCN1Cc2cc(C(=O)c3cc(F)ccc3O)cnc2NC1=O	8	-3	-0.8	13	-3	-9	-3	-5.6	5
32	CCOC(=O)C1CCN(C(=S)NC2CC3C=CC2C3)CC1 (centres undefined)	2	-5	-0.2	-6	-7	-14	-3	0.4	5
33	COc1ccc(NC(=O)C(=O)NCC(=O)Nc2cccc(C(F)(F)F)c2)cc1	2	0	0.0	-17	0	-6	3	0.9	1
34	N#CC1=C(Nc2ccccc2Cl)SC(c2ccccc2O)NC1=O (centres undefined)	1	0	0.1	-11	-6	-6	5	0.5	1
35	COC(=O)c1ccc(/C=N/N2CCN(Cc3ccccc3)CC2)cc1	4	-2	-0.6	-14	4	2	3	-1.2	4
36	Cc1ccc(C2C(C#N)=C(N)Oc3n[nH]c(-c4cccs4)c32)s1 (centres undefined)	1	2	0.7	9	-7	4	0	-3.3	8
37	CCn1c(CCc2ccccc2)n[nH]c1=S	-1	-1	1.0	-4	0	4	-1	-1.1	2
38	Nc1nc(-c2ccco2)c(-c2ccco2)s1	2[fluorescence artefact?]	-2	2.2	-11	12	-16	0	0.0	4
39	Cn1c(=O)oc2cc(S(=O)(=O)NCc3ccccn3)ccc21	-5	-5	0.8	-2	7	-21	0	1.1	2
40	Cc1ccn(S(=O)(=O)c2ccc(C(C)(C)C)cc2)n1	-1	-2	0.1	-6	-9	-16	5	2.2	4
41	O=C(Nc1ccccc1)c1ccc(-c2ccccc2C(F)(F)F)o1	3	2	-0.1	13	-2	nt	1	0.7	4
42	CCOC(=O)c1nnsc1NC(C)=O	2[fluorescence artefact?]	-5	0.5	-21	4	-8	1	1.6	0
43	COc1ccc(CC(=O)Nc2ccc(S(=O)(=O)N(C)C)cc2)cc1OC	8	-2	0.8	-12	13	-8	-2	0.1	4
44	COCCCNC(=O)c1cc2c(=O)n(C)c3ccccc3c2n1C	-3[fluorescence artefact?]	-1	-0.7	-7	-4	-3	-2	1.6	3
45	CCOCCCNC(=O)C1c2ccccc2C(=O)N2CCc3ccccc3C12 (centres undefined)	3[fluorescence artefact?]	0	-1.5	-14	-1	-5	-2	-1.6	6
46	COc1ccc(N2CCN(Cc3nc4c(c(=O)n(C)c(=O)n4C)n3Cc3cccc(C)c3)CC2)cc1	-1	-1	0.3	6	2	-8	0	0.8	3
47	O=C(CSc1nnc2c3c4c(sc3ncn12)CCCC4)NCc1ccco1	-14	2	0.7	2	-7	-7	0	-1.1	1
48	CCC(=O)Nc1ccc(NC(=O)Cc2ccccc2)cn1	-1	0	0.5	-12	16	-13	-1	0.2	4
49	COc1cc2c(C(=O)N3CCOCC3)c(CSc3ccccc3)n(C)c2cc1Br	-1	4	-0.6	5	-7	2	-2	-0.6	8
50	COc1ccc(O)c(CN2CCN(CCc3ccccc3)C(CCO)C2)c1 (centres undefined)	-1	1	-0.8	-4	-19	-15	-2	0.8	10
51	O=C(Cn1cc2c(n1)CCCCC2)NCc1cccs1	-1	-4	0.6	-10	-12	-2	-1	0.7	1
52	COc1ccccc1N=Nc1nc(-c2ccccc2)c(-c2ccccc2)[nH]1	0	3	-1.5	-22	22	10	-2	-0.3	7
53	COc1cc(C(O)P(=O)(OCC(C)C)OCC(C)C)cc(OC)c1OC (centres undefined)	0[fluorescence artefact?]	5	-0.7	-26	-3	27	1	-0.2	3
54	COc1cc(Cl)c(C)cc1NC(=O)CSc1cc(Cl)ccc1Cl	0[fluorescence artefact?]	1	0.3	-9	-6	-8	-3	-0.5	8

Two compounds from above, reduced to Ba/F3 V617F tox, Wee1 degr inh and BaF3 tox.
entry	canonical_smiles	Ba/F3 V617F tox	Wee1 degr inh	BaF3 tox
47	O=C(CSc1nnc2c3c4c(sc3ncn12)CCCC4)NCc1ccco1	2	0	1
48	CCC(=O)Nc1ccc(NC(=O)Cc2ccccc2)cn1	0	-1	4

Record cards (already shown):
`COc1ccc(O)c(CN2CCN(CCc3ccccc3)C(CCO)C2)c1` (centres undefined) across the screens: eIF4E-4G inh: -1; Ba/F3 V617F tox: 1; PERK inhibitor: -0.8; S1P4 antag: -4; NPY2 pot ag: -19; Mdm2 ligase inh: -15; Wee1 degr inh: -2; S1P4 agonist: 0.8; BaF3 tox: 10
`COc1cc(Cl)c(C)cc1NC(=O)CSc1cc(Cl)ccc1Cl` across the screens: eIF4E-4G inh: 0[fluorescence artefact?]; Ba/F3 V617F tox: 1; PERK inhibitor: 0.3; S1P4 antag: -9; NPY2 pot ag: -6; Mdm2 ligase inh: -8; Wee1 degr inh: -3; S1P4 agonist: -0.5; BaF3 tox: 8
